Screening results as filed in PubChem BioAssay.
PERK inh: inhibitors of human PERK kinase; Q9NZJ5; actives 0.17% (n = 220,000); CHO PERK-DD fusion, SEAP luminescence translation reporter; AID 1416; inhibition, % at 5.6 µM;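 active = inhibition above the mean inhibition of all tested compounds plus 3 SD, set separately per screening campaign, cut at about 2.9% in these data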;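 also: PERK kinase domain activated by AP20187 dimerizer at 100 nM; 0% = DMSO with dimerizer and 100% = rapamycin at 8.4 µM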
zVAD death inh: blocks zVAD induced death of L929 cells. L929 zVAD necroptosis rescue, ATP luminescence, 24 h; with zVAD 60 µM. viability rescue, % at 10 µM. actives 0.38% (n = 220,000). AID 1377;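 active = activation, scaled between plate controls, above about 75%, limit read from the data; inactive = activation under that limit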;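 also: 0% = zVAD with DMSO and 100% = DMSO alone without zVAD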
TNF necrop inh: blocks TNF-alpha induced death of Jurkat FADD-/- cells. actives 0.068% (n = 220,000). activation (protection from cell death), % at 10 µM. Jurkat FADD-/- TNF necroptosis rescue, ATP luminescence, 24 h; 0 = TNF only, 100 = no-TNF cells;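 active = activation, meaning protection from cell death, of at least 50% relative to plate controls; inactive = activation below 50%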;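 also: necroptosis triggered by 40 ng/mL TNF-alpha added together with compound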
Calpain2 inh: inhibitors of pig calpain II; purified calpain II, fluorogenic peptide substrate, 30 min; inhibition, % at 16 µM; actives 0.37% (n = 220,000); AID 1236;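 active = inhibition above about 50%, limit read from the data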
EBV gp42 inh: blocks Epstein-Barr virus glycoprotein 42 binding | Q1HVG2 | Fluorescence polarization binding assay, mP read-out | inhibition, % (tested at 21.74 µM) | actives 0.42% (n = 220,000) | AID 1085; in the data active = inhibition above about 50%
MDM2 E3 inh: blocks human Mdm2 ubiquitin ligase activity | Q00987 | cell-based MDM2 ubiquitination luciferase reporter, 2 h; 0 = plate control, 100 = twice control, blank-subtracted | signal enhancement, % at 5 µM | actives 0.11% (n = 210,000) | AID 1230;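 active = signal enhancement of 30% or more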;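 also: luminescence tracks abundance of the self-degrading MDM2-luciferase fusion protein; higher signal means inhibition of MDM2 E3 ligase activity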
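Material: Stable MDM2–luciferase fusion reporter cells | Amount: 2000 cells seeded into each well | Dosing: One concentration, 5 µM, with 0.2% DMSO | Incubation: 4 h cell settling then 2 h compound exposure, 37 °C | Measured by: Luciferase luminescence | Read-out basis: % enhancement relative to plate controls after blank subtraction | Benchmarks: Control and blank well means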
KCC2 mod: modulates chloride dependent transport by human KCC2. Q9H2X9. KCC2 cells, thallium flux FluoZin-2 fluorescence. B-score of Tl+ flux slope (higher = more flux/activation; lower = inhibition) at 10 µM. actives 2.2% (n = 190,000);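 active = thallium flux slope and its plate-corrected score both differing from the plate sample mean at a set confidence after two filtering rounds, in either direction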;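 also: slope of fluorescence scaled to starting intensity during 10 to 20 s after thallium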
Target sequence (Q9H2X9 whole entry, looked up): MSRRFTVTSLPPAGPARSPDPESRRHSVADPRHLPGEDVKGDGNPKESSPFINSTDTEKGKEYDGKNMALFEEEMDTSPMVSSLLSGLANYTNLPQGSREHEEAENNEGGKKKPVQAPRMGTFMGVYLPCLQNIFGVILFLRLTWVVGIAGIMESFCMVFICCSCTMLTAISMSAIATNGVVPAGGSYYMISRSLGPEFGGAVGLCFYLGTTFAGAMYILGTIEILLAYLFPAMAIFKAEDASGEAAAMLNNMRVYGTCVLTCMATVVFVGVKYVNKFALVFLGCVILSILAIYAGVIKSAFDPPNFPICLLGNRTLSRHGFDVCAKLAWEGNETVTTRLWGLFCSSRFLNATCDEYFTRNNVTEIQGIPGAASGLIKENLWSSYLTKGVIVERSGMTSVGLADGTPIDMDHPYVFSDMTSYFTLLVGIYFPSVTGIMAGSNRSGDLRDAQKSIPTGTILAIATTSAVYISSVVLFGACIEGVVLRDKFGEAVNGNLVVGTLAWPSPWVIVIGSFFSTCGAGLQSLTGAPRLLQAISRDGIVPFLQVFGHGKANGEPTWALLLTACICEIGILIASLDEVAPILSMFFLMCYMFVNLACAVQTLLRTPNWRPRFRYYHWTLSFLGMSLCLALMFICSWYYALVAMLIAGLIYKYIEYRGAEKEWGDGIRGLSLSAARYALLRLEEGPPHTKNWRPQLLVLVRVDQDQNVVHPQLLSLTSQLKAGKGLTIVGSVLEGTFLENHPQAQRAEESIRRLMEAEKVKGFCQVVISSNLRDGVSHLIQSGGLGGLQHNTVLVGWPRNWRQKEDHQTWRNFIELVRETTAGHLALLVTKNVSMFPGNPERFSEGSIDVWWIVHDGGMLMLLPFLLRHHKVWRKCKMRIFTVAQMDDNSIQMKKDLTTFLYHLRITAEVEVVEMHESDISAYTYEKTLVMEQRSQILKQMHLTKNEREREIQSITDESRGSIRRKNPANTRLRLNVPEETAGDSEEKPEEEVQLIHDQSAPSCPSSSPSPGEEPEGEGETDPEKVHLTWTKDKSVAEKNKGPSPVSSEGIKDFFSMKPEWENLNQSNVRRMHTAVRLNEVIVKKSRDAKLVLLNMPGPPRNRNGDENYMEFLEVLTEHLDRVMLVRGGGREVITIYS
Rad51 HR inh: blocks human Rad51 in homologous recombination; Q06609; hRad51 DNA strand exchange, fluorescence dequenching; inhibition, % at 10 µM; actives 0.085% (n = 200,000);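 active = inhibition above 40% at the single screening dose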;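 also: 0% = DMSO control wells and 100% = blanks with heterologous ssDNA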
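material = hRad51 filaments on single-stranded DNA | reagent = Donor/quencher-labelled 47-bp dsDNA substrate | compound = 10 µM final, single point | schedule = strand-exchange reaction 15 min at room temperature | measured by = fluorescein emission 520 nm, excitation 485 nm | read-out basis = % inhibition versus plate control and blank means | benchmarks = plate controls and plate blanks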
eIF4E 4G PPI: blocks eIF4E binding to eIF4G | P63073+Q04637 | TR-FRET eIF4E-eIF4GI(517-606) binding, 2 h | inhibition, % at 21.7 µM | actives 0.37% (n = 220,000);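 active = inhibition above about 30%, limit read from the data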;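 also: 0% = full FRET control wells and 100% = background wells lacking eIF4GI fragment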
An asterisk follows results filed as active; i = inactive; . = not tested or not shown; [ ] = another dose, or the depositor's remark.

SMILES	PERK inh	zVAD death inh	TNF necrop inh	Calpain2 inh	EBV gp42 inh	MDM2 E3 inh	KCC2 mod	Rad51 HR inh	eIF4E 4G PPI
Cc1ccc2nc(C3CCCN3Cc3nc(CCC(C)C)no3)[nH]c2c1 (configuration not stated)	0.1	-0.3	2.0	-15	0	-17	0.00027	.	2
CCOC(=O)c1ccc(NC(=O)COc2ccccc2CNCCc2ccccc2)cc1	-1.1	10	-5.3	28	1	-15	1.7	6	4
c1ccc(N2CCN(c3nc(NCc4ccco4)c4ccccc4n3)CC2)cc1	-2.5	0.6	2.3	-33	19	-9	.	-5	.
O=C1C=C(NCCNc2c(F)c(F)c(CO)c(F)c2F)CCC1	-0.9	-0.3	-0.3	-29	-18	29	-0.09	.	-3[fluorescence artefact?]
COC(=O)CC(CP(=O)(O)CN(C)C=O)C(=O)OC (configuration not stated)	0.7	-0.3	1.8	-13	-11	-10	-0.38	13	4
Cc1nnc(NC(=O)C2CCCN(S(=O)(=O)Cc3ccccc3)C2)s1 (configuration not stated)	-0.5	-0.3	-1.1	17	-9	18	1.3	-1	-4
CN(NC(=O)c1ccc(Cl)cc1)c1nc(-c2ccccc2)nnc1C(F)(F)F	0.7	0.5	-3.5	37	-4	-9	-0.51	.	-26
COCCNC(=O)C(c1ccc(C)o1)N(C(=O)c1snc(C(N)=O)c1N)c1ccc(C)c(C)c1 (configuration not stated)	-0.9	-0.4	-2.3	-91	-16	-30	.	-7	2
S=C(NCCC1=CCCCC1)NCc1ccco1	0.1	-0.9	-2.9	11	4	-18	-1.2	.	1
CC(C)(C)c1cc(OC(=O)c2ccncc2)ccc1O	1.0	-0.1	-2.3	-21	-4	.	0.24	1	0[fluorescence artefact?]
CC(=O)Nc1sc(N/N=C\c2ccccc2)nc1-c1cccs1	1.2	1.6	1.8	-42	-3	3	-0.0082	-8	20
CCN1CCN(CCCNC(=O)c2cc3cc4ccc(OC)cc4nc3o2)CC1	-1.9	0.0	-6.7	.	.	-27	.	.	.
Cc1cc(C)cc(Oc2coc3cc(OC(=O)c4cccs4)ccc3c2=O)c1	0.6	1.0	-4.8	-353	6	1	-0.63	3	0
CCCCNC(=S)N/N=C/c1ccc(OCC(=O)Nc2c(C)cc(C)cc2C)c(OC)c1	0.4	1.2	1.7	25	0	-5	0.88	-13	0
Cc1ccnc(-n2c(CCN3C(=O)c4ccccc4C3=O)nc3ccccc3c2=O)c1	-0.9	-0.6	-1.6	11	-6	-1	-0.077	1	-3
Cc1ncoc1C(=O)N1CCc2c([nH]c3ccccc23)C1C1CCCCC1 (configuration not stated)	0.3	-0.6	1.8	27	1	-3	0.66	.	2
Cc1cc(OCC(=O)Nn2cnnc2)ccc1Br	0.7	2.8	0.7	17	-3	-20	0.3	-3	-3[fluorescence artefact?]
c1ccc(-c2cnnc(N3CCOCC3)n2)cc1	0.6	5.4	-0.2	-2	-16	-14	-0.82	-11	3
CCOC(=O)C(/C=C(\C#N)C(=O)OCC)=C(/N)N1CCN(c2ccc(OC)cc2)CC1	2.3	0.3	0.2	20	-5	0	0.36	2	1[fluorescence artefact?]
COCc1cc(=O)[nH]c(/N=C(\N)Nc2c(F)cccc2F)n1	1.1	0.6	1.4	-15	-8	-15	0.0024	15	-3
COc1ccc(CNc2ccc([N+](=O)[O-])cc2C)cc1	0.4	-0.5	1.0	82*	-11	.	-0.35	-11	1
Fc1ccccc1CSc1nc2ncc(Br)cc2[nH]1	-1.1	0.1	1.3	-10	-18	-2	1.1	-11	-25
COc1ccccc1CN1C[C@@H]2C[C@@H](c3ccccc3OC)N3CCC[C@@]23C1=O	-1.6	-0.6	0.4	8	-16	-17	0.26	1	-1
O=C(O)CS(=O)CC(=O)Nc1cccc(C(F)(F)F)c1 (configuration not stated)	2.1	0.7	0.4	-1	-14	-11	0.28	10	-3
COc1ccc(C(=O)C[n+]2ccccc2/C=N/O)cc1	0.8	0.4	-0.9	-24	0	-4	-0.37	8	3
CCOc1ccc(/C=C/c2c([N+](=O)[O-])c(=O)n(C)c(=O)n2C)cc1	0.2	34	2.2	7	-19	1	-0.0079	3	2
Cc1cc(Cn2ccnc2)c(C)cc1Cn1ccnc1	0.1	1.2	0.7	-1	-18	6	-0.81	-8	7[fluorescence artefact?]
COc1ccc(Cl)c(NC(=O)NCCN2CCN(c3ccccc3)CC2)c1	-0.3	0.9	2.3	-1	-8	-19	-0.45	-2	-8[fluorescence artefact?]
CCOC(=O)c1c(C)[nH]c(C)c1C(=O)CSc1nc(N)cc(=O)[nH]1	1.6	0.3	0.3	-15	-15	-15	1.3	2	5
O=C(NC1CC1)C1=C[C@@H](c2coc3ccccc3c2=O)C[C@@H](OCCCCO)O1	.	0.4	2.9	-12	-1	20	-0.41	-8	-6
COc1ccc(-c2csc3ncnc(NCCN4CCOCC4)c23)cc1	-0.3	0.2	-8.8	-10	-17	-30	-1.7	4	0[fluorescence artefact?]
O=C(O)c1ccc(CNCc2ccc(F)cc2)cc1	0.4	1.2	0.6	26	7	-12	-1.1	1	2
CCCOc1ccc(C(CC(=O)O)NS(=O)(=O)c2ccc(NC(C)=O)cc2)cc1 (configuration not stated)	1.8	0.9	0.4	-11	-25	13	0.55	.	-4
Brc1ccc(/C=N/Nc2ncnc3c2cnn3Cc2ccccc2)cc1	1.2	0.3	-3.4	7	-6	-15	0.017	.	-21
CCC(Oc1ccccc1)C(=O)Nc1ccc(S(=O)(=O)Nc2cnc3ccccc3n2)cc1 (configuration not stated)	0.0	-0.2	-2.4	-70	0	1	-0.063	-4	-2
COc1ccc(-c2nnc(SC(C)C(=O)Nc3cccc(Cl)c3)o2)cc1 (configuration not stated)	-0.7	2.3	0.2	49	-5	-12	.	-7	-1
O=C(CN1CCCN(S(=O)(=O)c2ccc(Br)cc2)CC1)Nc1ccc2cn[nH]c2c1	-1.3	0.1	9.1	.	.	.	0.02	-8	.
O=C(NCc1cccnc1)c1cc(-c2ccc(Cl)cc2)oc1C(F)(F)F	0.5	-0.1	-0.6	3	-19	-18	0.75	10	3
O=C(O)CCCC(=O)Nc1ccc(-n2ccc(C(F)(F)F)n2)cc1	-0.1	0.0	0.8	-10	-13	-10	1.4	3	1
O=C1c2ccccc2C(=O)C1c1ccncc1	-0.5	5.3	0.6	24	-13	-53	-0.029	0	2
COc1cccc(-c2nnc(SCC(=O)N3CCCc4ccccc43)o2)c1	-0.6	0.4	1.0	-4	4	-4	.	8	1
COc1ccc(/C=C2/SC(=S)N(c3ccc(S(=O)(=O)Nc4nccs4)cc3)C2=O)cc1	-0.7	0.8	-1.1	19	-9	-13	-0.37	16	-1
O=C(NC1CCCCC1)N1CCN(c2ccccc2)CC1	0.8	-0.2	-2.9	-12	-6	.	0.79	-4	-5
CCCOc1ccc(C(C)=O)cc1CC(C(N)=O)C(N)=O	-0.2	-0.8	-0.6	-5	-25	-17	1.1	.	-3
CC(=O)NCCn1c(SCC(=O)NC2CCCCC2)nc2ccccc2c1=O	1.5	1.9	1.6	-21	-2	-5	-0.013	35	3
Cc1ccccc1CN1CCN(CC(=O)NCc2ccc3c(c2)OCO3)C1=O	-0.1	0.0	0.2	3	-16	-14	0.2	-6	2
CC(C)(C)NC(=O)NC(=O)COC(=O)Cc1c(Cl)cccc1Cl	1.3	52	2.1	-5	0	-6	0.65	7	-2
O=C(CN1CCN(S(=O)(=O)/C=C/c2ccccc2)CC1)NC(=O)NCc1ccco1	-0.7	0.2	-2.7	-88	-8	-19	0.0025	-1	-1[fluorescence artefact?]
Cc1cc(C)cc(N(CC(=O)NC2CCC(C)CC2)S(=O)(=O)c2c(C)noc2C)c1 (configuration not stated)	0.1	1.1	1.5	17	-14	-81	0.23	0	0
CN(C(=S)Nc1ccc(Oc2ccccc2)cc1)C1CCCCC1	-0.6	0.6	1.7	36	2	-7	-2.9	3	-34
O=C(CSc1nnnn1-c1ccccc1)c1cc2ccccc2oc1=O	0.9	-0.1	-0.7	2	-16	-5	.	-8	4[fluorescence artefact?]
CCc1ccc(N(C(=O)c2csnn2)C(C(=O)NC(C)(C)CC)c2cccnc2)cc1 (configuration not stated)	-0.2	0.5	0.8	-4	-8	-1	0.025	4	1
CC(=O)c1cc(-c2ccccc2)n(CC(=O)Nc2ccc(C)c(C)c2)c1C	0.4	0.7	0.7	22	0	4	0.75	8	-27
CCOC(=O)c1c(-c2ccc(OC)cc2)csc1NC(=O)CCN1C(=O)c2ccccc2C1=O	-1.2	-0.2	-1.7	-51	-45	-12	-0.99	-12	-14[fluorescence artefact?]
CCN(CC)c1ccc(CNC23CN4CN(CN(C4)C2)C3)cc1	0.6	-0.4	-3.8	-35	-9	-4	.	-6	-3[fluorescence artefact?]
COc1cc(NC2c3ccccc3C(=O)N2Cc2ccccc2Cl)cc(OC)c1 (configuration not stated)	-2.2	0.0	0.8	10	13	-12	0.73	14	-1
Fc1ccc(-c2nc3cnccn3c2NC2CCCC2)cc1	0.9	0.0	-0.3	i	-7	-4	-0.42	19	1
COc1ccc(-c2noc(CCC(=O)NCc3cccnc3)n2)cc1	-0.2	1.2	1.3	-6	-38	.	-0.13	7	-3
Cn1c2c(c(=O)n(C)c1=O)[C@@]1(C(=O)Nc3ccccc31)C(C#N)=C(N)O2	1.2	2.4	-4.1	22	-5	-18	-0.14	-3	2
c1ccc(CCc2nc(-c3ccccc3)no2)cc1	1.1	-0.2	3.9	2	-4	0	-0.15	3	6

(further entries)
SMILES	PERK inh	zVAD death inh	TNF necrop inh	Calpain2 inh	EBV gp42 inh	MDM2 E3 inh	KCC2 mod	Rad51 HR inh	eIF4E 4G PPI
CCN(Cc1ccncc1)Cc1cn(C)nc1-c1ccc(Oc2ccccc2)cc1	-1.3	0.1	0.5	-9	1	4	-1.8	6	-2
O=C(Cc1ccccc1)Nc1ccccc1N1CCOCC1	0.4	0.1	-1.6	-18	-18	-6	-0.38	-3	-4[fluorescence artefact?]
CC(C)(CO)N=Cc1c(O)[nH]c2ccccc12	0.8	-0.1	-0.5	-2	-6	-2	0.022	-2	-9
O=S(=O)(Nc1cccnc1)c1ccc(C2CCCCC2)cc1	0.5	0.6	-4.5	15	-21	-6	0.001	-2	-2

Six entries from above, ordered by length of the SMILES, ascending:
SMILES	PERK inh	zVAD death inh	TNF necrop inh	Calpain2 inh	EBV gp42 inh	MDM2 E3 inh	KCC2 mod	Rad51 HR inh	eIF4E 4G PPI
c1ccc(CCc2nc(-c3ccccc3)no2)cc1	1.1	-0.2	3.9	2	-4	0	-0.15	3	6
O=C(Cc1ccccc1)Nc1ccccc1N1CCOCC1	0.4	0.1	-1.6	-18	-18	-6	-0.38	-3	-4[fluorescence artefact?]
Fc1ccc(-c2nc3cnccn3c2NC2CCCC2)cc1	0.9	0.0	-0.3	i	-7	-4	-0.42	19	1
O=S(=O)(Nc1cccnc1)c1ccc(C2CCCCC2)cc1	0.5	0.6	-4.5	15	-21	-6	0.001	-2	-2
COc1cc(NC2c3ccccc3C(=O)N2Cc2ccccc2Cl)cc(OC)c1 (configuration not stated)	-2.2	0.0	0.8	10	13	-12	0.73	14	-1
Cn1c2c(c(=O)n(C)c1=O)[C@@]1(C(=O)Nc3ccccc31)C(C#N)=C(N)O2	1.2	2.4	-4.1	22	-5	-18	-0.14	-3	2
